Screening data as filed in PubChem BioAssay.
KCNQ2 inh – KCNQ2 potassium channel inhibitors, primary screen, cell-based, CHO-K1, FluxOR thallium flux, B-score (AID 2156) | O88943 | 20 min; hits give low values | B-score at 10 µM | actives 1.1% (n = 310,000);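 active = fluorescence ratio B-score at most minus 3 library SDs, with starting brightness B-score within 2 library SDs, cut at about -5.5 in these data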
Kir21 block – inhibitors of mouse Kir2.1 inward-rectifier potassium channel | AID 1672 | P35561 | HEK293-Kir2.1, FluxOR thallium flux fluorescence; hits give low values | actives 0.85% (n = 310,000) | B-score at 10 µM;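 active = fluorescence ratio B-score at or below minus 3 SD of library scores, with starting-brightness B-score within 2 SD, cut at about -4.2 in these data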;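 note: channel flux triggered by added potassium and thallium sulfate stimulus; B-score of peak minus minimum fluorescence over baseline after thallium stimulus; more negative B-score means stronger Kir2.1 block with less thallium influx; some compounds called inactive have numbers as strong as hits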
Target sequence (P35561 whole entry, looked up): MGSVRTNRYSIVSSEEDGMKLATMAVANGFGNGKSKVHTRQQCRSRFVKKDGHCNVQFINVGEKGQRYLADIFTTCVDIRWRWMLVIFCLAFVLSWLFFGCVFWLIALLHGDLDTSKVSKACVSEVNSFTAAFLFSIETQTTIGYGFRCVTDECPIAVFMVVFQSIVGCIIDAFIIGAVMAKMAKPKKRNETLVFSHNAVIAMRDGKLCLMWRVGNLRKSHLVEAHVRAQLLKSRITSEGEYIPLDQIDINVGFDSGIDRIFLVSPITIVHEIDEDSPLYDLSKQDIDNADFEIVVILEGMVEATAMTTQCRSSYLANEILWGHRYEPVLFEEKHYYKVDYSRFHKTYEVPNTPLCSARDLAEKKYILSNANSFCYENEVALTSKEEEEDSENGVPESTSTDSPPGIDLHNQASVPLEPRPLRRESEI
Active calls of the source: *; i = inactive.

Fields – KCNQ2 inh, Kir21 block
- Cc1ccc(-c2csc3nc(SCC(=O)Nc4ccc(Cl)c(C(=O)O)c4)[nH]c(=O)c23)cc1
    i, 0.03
- Nc1ccc(Nc2ccccc2)cc1
    i, -0.04
- CC(=O)Nc1ccc(NC(=O)c2ccccc2C)cc1
    i, 1.2
- CCOCCCn1c(C)nc2c(c1=O)c1nc3ccccc3nc1n2-c1ccc(C)cc1
    i, -0.74
- CCOc1cc(/C=C2\SC(=S)N(NC(=O)c3cccnc3)C2=O)ccc1O
    i, -0.01
- O=C(CSc1ccc2c(c1)OCCO2)NCc1ccccc1
    i, 0.68
- NS(=O)(=O)c1ccc(NC(=O)COC(=O)c2ccco2)cc1
    i, -1.1
- Cc1cc(C)nc(N/N=C/c2cccc(Cl)c2)n1
    i, -1.8
- CCOC(=O)CNC(c1ccccc1)c1cc(Br)ccc1NC(C)=O (stereo not given)
    i, -1.1
- COc1ccccc1N(CC(=O)NCCSCc1ccccc1)S(=O)(=O)c1ccc(C)cc1
    i, 0.54
- CCc1ccccc1N(CC(=O)NCc1ccco1)C(=O)CCC(=O)Nc1nccs1
    i, 0.15
- Cc1ccc(-c2nnn(CC(=O)Nc3ccccc3N3CCOCC3)n2)cc1
    i, 0.23
- COC(=O)CSc1nnc(-c2ccccc2OC)o1
    i, 0.78
- CCN(CC)CCNC(=O)c1ccc(NC(=O)COc2ccccc2F)cc1
    i, 0.51
- O=c1c2ccccc2ncn1/N=C/c1ccccc1
    i, 0.94
- Cc1cc(C)nc(NCCC(=O)O)n1
    i, 0.06
- Cc1c(/C=N\NC(=O)c2c[nH]c3ccccc23)cnn1C
    i, 2.1
- CC(C)(C)c1cn(-c2ccc(F)cc2)c(=S)[nH]1
    i, 0.87
- CCOc1ccccc1NC(=O)Nc1c(C)n(-c2ccccc2)c(=O)n1C
    i, -0.13
- CCOC(=O)C1CN(S(=O)(=O)c2ccc(C)cc2)CCN1S(=O)(=O)c1ccc(C)cc1 (stereo not given)
    i, -0.37
- S=C(NC1CCCC1)NN1CCOCC1
    i, 0.53
- O=C(NCc1ccc2c(c1)OCO2)C(=O)Nc1cc2c3c(c1)CC(=O)N3CCC2
    i, -0.62
- C/C(Cc1ccccc1)=N\NC(=O)CNC(=O)c1cccc(Br)c1
    i, -0.53
- O=C(CCC(=O)Nc1ccc(F)cc1)N/N=C/c1ccncc1
    i, 1.2
- CN1CCN(c2c(/C=N/O)c3ccccc3n2C)CC1
    i, -0.5
- CCC(C)NC(=O)COc1ccccc1[N+](=O)[O-] (stereo not given)
    i, 0.02
- Cc1ccc(-c2nnn(CC(=O)NC3CCN(Cc4ccccc4)CC3)n2)cc1
    i, 0.62
- CC(NC(=O)NNC(=O)c1ccncc1)(C(F)(F)F)C(F)(F)F
    i, -0.51
- Cc1cccc(-c2noc(CCCOc3ccc(Cl)cc3Cl)n2)c1
    i, 0.03
- COc1ccc(C(=O)NCc2cccnc2)cc1
    i, -1.9

Shown as labelled records: part of the list above
COc1ccc(C(=O)NCc2cccnc2)cc1
  KCNQ2 inh: i	Kir21 block: -1.9
CC(NC(=O)NNC(=O)c1ccncc1)(C(F)(F)F)C(F)(F)F
  KCNQ2 inh: i	Kir21 block: -0.51
C/C(Cc1ccccc1)=N\NC(=O)CNC(=O)c1cccc(Br)c1
  KCNQ2 inh: i	Kir21 block: -0.53
Cc1c(/C=N\NC(=O)c2c[nH]c3ccccc23)cnn1C
  KCNQ2 inh: i	Kir21 block: 2.1

New compounds follow:
Fields – KCNQ2 inh, Kir21 block
- CCN(CC)C(=O)c1c(-c2ccccc2)oc2ccc(OC)cc12
    i, -2.1
- CCOCCCn1c(=N)c(S(=O)(=O)c2ccccc2)cc2c(=O)n3cc(C)ccc3nc21
    i, 0.55
- COC(=O)c1ccccc1NC(=O)N1CCN(Cc2ccco2)CC1
    i, -1.1
- COc1ccc(/C=C/c2onc(C)c2S(=O)(=O)N2CCC(C(=O)N3CCC(C)CC3)CC2)cc1
    i, -0.75
- CCc1ccc(C(=O)/C=C/Nc2ccc(S(=O)(=O)Nc3onc(C)c3C)cc2)cc1
    i, -0.07
- COCC1CCN(C(=O)C2CCC(=O)N(CCc3ccc(Cl)cc3)C2)CC1 (stereo not given)
    i, -0.23
- O=[N+]([O-])c1ccc(/C=N/n2cnc3ccccc32)s1
    i, -1.4
- CC(Sc1nnc(COc2ccc3ccccc3c2)n1C)C(=O)O (stereo not given)
    i, 0.15
- CCSc1nc(C)c(CC)c(C)c1C(N)=O
    i, 0.49
- O=C(O)CC/C(=N\Nc1ccc([N+](=O)[O-])cc1S(=O)(=O)N1CCOCC1)c1cccs1
    i, 1.3
- COC(=O)C1=C(C)N(Cc2ccccc2)C(=NCc2ccc(OC)cc2)N[C@H]1c1cccc(F)c1
    i, -9.6*
- O=C(Nc1ccccc1C(F)(F)F)c1cc(-c2ccco2)on1
    i, 0.15
- C=CCNC(=O)C1CC(=O)N(c2ccc(OCC(=O)Nc3ccc(Cl)c(C(F)(F)F)c3)cc2)C1 (stereo not given)
    i, 2.9
- Cc1c(C)n(CCCN(C)C)c2ncnc(NCc3ccccc3)c12
    i, 0
- COc1ccc(C(CCNC(C)c2ccccc2)c2ccc(F)cc2)cc1 (stereo not given)
    i, -7.5*
- CNC(=O)c1c[nH]n2c(=O)c(Cc3ccccc3F)c(C)nc12
    i, -0.3
- CC(=O)c1ccccc1Oc1nc(CN2CCOCC2)nc2scc(-c3cccs3)c12
    i, 0.59
- Cc1cc(C)n(-c2ccc(N3CCOCC3)nn2)n1
    i, -0.41
- c1ccc(-n2cc(CNCCc3cscn3)c(-c3ccc4c(c3)OCO4)n2)cc1
    i, -0.73
- COc1ccc2c(c1)cc1n2CCN2CCCN=C12
    i, 1.1
- O=C(c1ccc2c3c(cccc13)CC2)C1CCCN(C(=O)c2ccc[n+]([O-])c2)C1 (stereo not given)
    i, -0.62
- CCN(CC)S(=O)(=O)c1cc(C(=O)Nc2ccccc2[N+](=O)[O-])ccc1Cl
    i, -0.02
- CCN(CC)CCn1c(NCc2cccc(OC)c2)nc2ccccc21
    i, -0.51
- CC(=O)Nc1ccc2c(COC(=O)[C@H](C)N3C(=O)C4CCCCC4C3=O)cc(=O)oc2c1 (stereo not given in full)
    i, -0.33
- COc1cc(/C=C2/C(=N)N3OC(C)=CC3=NC2=O)ccc1OCCOc1ccc(C)cc1
    i, 0.24
- COc1ccc(C(CNC(=O)c2ccc(S(=O)(=O)N(C)C)cc2)N(C)C)cc1 (stereo not given)
    i, -1.3
- O=C(CN1CCN(S(=O)(=O)c2ccccc2[N+](=O)[O-])CC1)Nc1ccc(N2CCOCC2)cc1
    i, -0.32
- Cc1oc(-c2ccccc2F)nc1CS(=O)(=O)CC(=O)N1CCN(Cc2ccccc2)CC1
    i, 1.1
- O=C(NCCOC(=O)c1c(F)cccc1Cl)c1c(F)cccc1Cl
    i, -0.2
- Cc1ccc(-c2cnco2)cc1
    i, 0.89
- COc1ccc(CNC(=O)C2CCCN(S(=O)(=O)c3ccc(Br)s3)C2)cc1 (stereo not given)
    i, 0.78
- O=C(CSc1nnc(-c2ccco2)o1)c1ccc(F)c(F)c1
    i, 1.5
- O=C(Nc1c2c(nn1-c1ccccc1)CS(=O)C2)c1ccco1 (stereo not given)
    i, 0.11
- CCCn1c(SCC(=O)NCCc2ccccc2)nnc1-c1ccccn1
    i, -0.7
- NC(=O)C1(N2CCCCC2)CCN(C(=S)Nc2cccc(Cl)c2)CC1
    i, -0.39
- Cc1sc(-c2ccccn2)nc1OC(=O)c1ccc(F)cc1F
    i, 0.36
- COc1cc2c(cc1OC)-c1cc(Nc3ccc(N(C)C)cc3)nc(=O)n1CC2
    i, -1.1
- O=c1c(O)c(-c2cccs2)oc2ccccc12
    i, -4
- COc1ccc(C(=O)NCc2cc(C(C)C)no2)cc1OC1CCN(C(C)C)CC1
    i, 2.3
- COc1ccccc1NC(=O)C(=O)NCCC1CCCCN1S(=O)(=O)c1cccs1 (stereo not given)
    i, -0.01
- CCOc1ccc(C(=O)Nc2cc(C)c3c(=O)oc4ccccc4c3n2)cc1
    i, -0.08
- CCc1nnc(NC(=O)CSc2nnc3c(C)cc4c(C)ccc(C)c4n23)s1
    i, 1.1
- CCOC(=O)c1c(C)n(C)c2ccc(OC)c(NC(=O)CCN3CCSCC3)c12
    i, -0.09
- Cc1cccc(Oc2nc3c(c(=O)n(C)c(=O)n3C)n2C)c1
    i, -2.5
- CC(C)CCn1c(SCC(=O)NC2CCS(=O)(=O)C2)nc2cc(Cl)ccc2c1=O (stereo not given)
    i, 0.57
- CC(=O)Nc1c(C)ccc(CNC(=O)COc2cc(C)ccc2C)c1C
    i, -1.5
- CS(=O)(=O)N1N=C(c2ccc(Br)cc2)CC1c1ccc2c(c1)OCO2 (stereo not given)
    i, 0.07
- CCC(NC(=O)C1CCCO1)c1ccccc1 (stereo not given)
    i, 1
- O=C(NC1CCCCCCC1)C1c2ccccc2C(=O)N1Cc1cccs1 (stereo not given)
    i, 2.7
- O=c1c2c3c(sc2n2cnnc2n1CCc1ccccc1)CCCC3
    i, -0.03
- CCOC(=O)Nc1ccc2c(COC(=O)CNS(=O)(=O)c3ccc(NC(C)=O)cc3)cc(=O)oc2c1
    i, -1.5
- Cc1ccc(CNS(=O)(=O)c2ccc3oc(C(=O)O)c(C)c3c2)cc1
    i, 0.7
- Cc1nc2scc(C)n2c(=O)c1S(=O)(=O)NC(C)c1ccccc1 (stereo not given)
    i, -0.66
- COC(=O)C(Cc1ccc(OC(=O)c2ccc(C)cc2)cc1)N1Cc2ccccc2C1=O (stereo not given)
    i, 0.89
- O=C1NC(=O)/C(=C/c2ccc(OS(=O)(=O)c3ccc(F)cc3F)cc2)N1
    i, 0.76
- NC(=O)C1(c2ccccc2)CCOCC1
    i, -0.5
- CCCCn1c(Cl)nc2c1c(=O)n(C)c(=O)n2C
    i, -1.2
- CN(CC(=O)Nc1ccccc1Br)C(=O)CCCSc1nc2ccccc2[nH]1
    i, 1
- N#Cc1c(-c2ccccc2)nc(SCc2nc(N)nc(N3CCCCC3)n2)[nH]c1=O
    i, -0.2
- COC(=O)C[C@H]1c2cc(C(F)(F)F)ccc2S(=O)(=O)N1Cc1ccccc1
    i, -0.5

Going on with the list:
Fields – KCNQ2 inh, Kir21 block
- COc1ccc(S(=O)(=O)NCc2cccnc2)cc1C
    i, -0.97
- C=C1C(O)C[C@H]2C(=C)CCC3[C@H](OC(=O)[C@]3(O)CO)[C@@H]12 (stereo not given in full)
    i, 0.36
- CCCC(=O)Nc1ccc2c(c1)nc1n2CCN(CCOC)C1
    i, 1.2
- O=C(c1ccc(OC2CCN(Cc3ccc(F)cc3)CC2)cc1)N1CCCC1
    i, -4.2*
- O=C(Cn1ncc2c(=O)oc3ccccc3c21)N1CCCc2ccccc21
    i, -0.04
- O=C(c1cnn(C(=O)c2ccc(O)cc2)c1)c1ccccc1O
    i, -0.09
- CN(C)c1ccc(C(=O)N(Cc2ccccc2)Cc2ccccc2)cc1
    i, -1.1
- COc1ccc2cnn(-c3ccc(C)cc3)c(=O)c2c1OC
    i, -1.1
- COC(=O)CNc1n[nH]c(=S)[nH]c1=O
    i, 0.71
- Cc1cc(=O)n(CNC(=O)c2ccccc2)c(=S)[nH]1
    i, 0.39
- Cn1nc(-c2ccccc2)c(CO)c1Sc1ccccc1
    i, 0.43
- CCOC(=O)c1oc2cc(OC(C)=O)ccc2c(=O)c1-c1ccc(OC)c(OC)c1
    i, -1.2
- CC1Cc2ccccc2N1C(=S)Nc1ccc(S(N)(=O)=O)cc1 (stereo not given)
    i, 1.1
- CC(C)NS(=O)(=O)c1ccc(NC(=S)NC(=O)c2ccc(-c3ccccc3)cc2)cc1
    i, -0.81
- Cc1ccccc1C(=O)N/N=C/c1ccc([N+](=O)[O-])s1
    i, 0.33

3 of the entries above in order of their number in Kir21 block, ascending.
Fields – KCNQ2 inh, Kir21 block
- CCOC(=O)c1oc2cc(OC(C)=O)ccc2c(=O)c1-c1ccc(OC)c(OC)c1
    i, -1.2
- COc1ccc(S(=O)(=O)NCc2cccnc2)cc1C
    i, -0.97
- Cc1ccccc1C(=O)N/N=C/c1ccc([N+](=O)[O-])s1
    i, 0.33

Next part
Fields – KCNQ2 inh, Kir21 block
- COc1ccc(S(=O)(=O)CCC(=O)N2c3ccccc3CC2C)cc1 (stereo not given)
    i, -4.6*
- CC(=O)SCC(C)C(=O)NCc1ccccc1 (stereo not given)
    i, 0.62
- CCNc1ccc(Br)cc(C(=O)/C=C/c2ccc3c(c2)OCO3)c1=O
    i, 0.58
- CCOC(=O)CSc1nc2ccccc2n1C(=O)OCC
    i, 0.16
- O=C(NCCCN1CCN(c2cccc(Cl)c2)CC1)c1cccc(N2CCCC2=O)c1
    i, 0.35
- O=C1CN(C(=O)c2c(F)cccc2F)C(c2ccc(F)cc2)c2cc(F)ccc2N1 (stereo not given)
    i, -2.5
- Cn1ccnc1SCC(=O)N(C1CCCCC1)C1CCCCC1
    i, 0.22
- O=[N+]([O-])c1ccc(N2CCN(C(=S)NCc3ccc(Cl)cc3)CC2)cc1
    i, 1.5
- COc1ccc2[nH]c(=O)c(CN(CCO)S(=O)(=O)c3ccc4c(c3)OCCO4)cc2c1
    i, 1
- C/C(Cc1ccccc1)=N\NC(=O)CNC(=O)Cc1ccccc1
    i, -0.98
- CCCCCCNC(=O)C(C(=O)OCC)C1CCCCC1 (stereo not given)
    i, -0.58
- COc1ccc2c(c1)c(C(C)=O)c(C)n2C
    i, 0
- COc1cc(COCC(O)CN2CCN(Cc3ccccc3)CC2)cc(OC)c1OC (stereo not given)
    i, -0.52
- Cc1nc2sc(C(c3cccs3)N3CCC(C(N)=O)CC3)c(O)n2n1 (stereo not given)
    i, 0.12
- O=C(N[C@@H](Cc1ccccc1)C(=O)O)c1cccnc1
    i, 1.6
